# Bioassay records from PubChem.
# PfHsp40 rescue – restores yeast growth despite PfHsp40 toxicity | S. cerevisiae expressing PfHsp40, growth rescue, ATP luminescence | growth rescue, % at 12.5 µM | hit rate 0.68% among 340,000; in the data active = growth rescue above about 28%, passing the limit was not always enough; inconclusive = no clear call, values can overlap the other calls;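 note: yeast W303a lacking pdr1 and pdr3 grown in galactose medium; growth measured after three days at 30 °C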
# PrPC surface inh – reduces human prion protein on the cell surface; P04156; cell surface PrPC, TR-FRET read-out; inhibition, % at 13.8 µM; hit rate 0.43% among 370,000; AID 720596; in the data active = inhibition above about 24%; note: 0% = median of the test wells and 100% = reference compound wells
# BoNT F protease – BoNT F light chain protease inhibition; AID 588497; inhibition, % at 10 µM; hit rate 0.22% among 360,000; Multiplex microsphere protease cleavage assay, flow cytometry; in the data active = inhibition above about 35%, passing the limit was not always enough; inconclusive = no clear call, values can overlap the other calls; note: plate controls were buffer without enzyme for full effect and enzyme alone for no effect
# Anthrax LF inh2 – anthrax lethal factor protease inhibition; multiplex microsphere protease cleavage assay, LF; inhibition, % at 10 µM; hit rate 0.12% among 360,000; note: plate controls were buffer without enzyme for full effect and enzyme alone for no effect
# Target sequence (P15917 whole entry, looked up): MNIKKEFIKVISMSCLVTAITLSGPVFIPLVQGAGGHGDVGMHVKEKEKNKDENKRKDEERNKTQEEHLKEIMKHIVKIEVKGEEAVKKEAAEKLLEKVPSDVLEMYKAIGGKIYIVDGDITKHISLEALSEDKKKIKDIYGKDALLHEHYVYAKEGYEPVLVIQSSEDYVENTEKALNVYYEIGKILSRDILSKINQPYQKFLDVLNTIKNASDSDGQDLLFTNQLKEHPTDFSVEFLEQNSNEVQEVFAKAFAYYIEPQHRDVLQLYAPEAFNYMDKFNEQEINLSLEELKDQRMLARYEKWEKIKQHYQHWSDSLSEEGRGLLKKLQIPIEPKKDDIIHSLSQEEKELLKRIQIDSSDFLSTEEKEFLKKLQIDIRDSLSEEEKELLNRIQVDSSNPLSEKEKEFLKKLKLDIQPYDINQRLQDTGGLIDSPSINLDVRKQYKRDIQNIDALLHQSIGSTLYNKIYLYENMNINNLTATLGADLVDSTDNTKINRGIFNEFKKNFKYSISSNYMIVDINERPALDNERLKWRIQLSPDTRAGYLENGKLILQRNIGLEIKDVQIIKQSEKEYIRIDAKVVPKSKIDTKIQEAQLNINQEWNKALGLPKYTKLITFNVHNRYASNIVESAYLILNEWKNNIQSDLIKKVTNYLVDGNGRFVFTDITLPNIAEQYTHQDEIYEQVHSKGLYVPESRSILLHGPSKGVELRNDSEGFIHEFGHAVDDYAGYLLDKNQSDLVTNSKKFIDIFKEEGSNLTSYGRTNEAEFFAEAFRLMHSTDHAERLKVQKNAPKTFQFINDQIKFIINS
# FadD28 FP inh – inhibitors of Mycobacterium tuberculosis FadD28 bisubstrate binding. FadD28 bisubstrate probe binding, fluorescence polarization. inhibition, % at 12.5 µM. hit rate 0.22% among 360,000; in the data active = inhibition above about 8.5%, passing the limit was not always enough; inconclusive = no clear call, values can overlap the other calls
# CCHFV vOTU inh – blocks the CCHF virus ovarian tumor domain protease; CCHFV vOTU protease, Pep-AMC fluorescence; inhibition, % at 11.5 µM; hit rate 0.55% among 370,000; in the data active = inhibition above about 30%; note: 0% = vehicle wells with enzyme and 100% = no enzyme wells
# TcdB inh – blocks C. difficile toxin B glycohydrolase activity | TcdB glycohydrolase enzymatic assay, plate reader | inhibition, % at 9.99 µM | AID 652162 | hit rate 0.24% among 350,000 | P18177; in the data active = inhibition above about 10%
# Y pestis TopoI – inhibitors of Yersinia pestis topoisomerase I; Y. pestis Topo-I cleavage product accumulation, plate reader; hit rate 0.064% among 360,000; activity, % at 10 µM; AID 504884; in the data active = activity above about 50%, passing the limit was not always enough; inconclusive = no clear call, values can overlap the other calls; note: inactives centre near 2
# BoNT A protease – BoNT A light chain protease inhibition | hit rate 0.17% among 360,000 | AID 588499 | multiplex microsphere protease substrate cleavage, flow cytometry | inhibition, % at 10 µM; note: plate controls were buffer without enzyme for full effect and enzyme alone for no effect
# Starred values were filed as active, the others as inactive; ? = inconclusive; . = not tested or not shown. Cut-off read from the data, not from the text of the source, unless noted: active = inhibition above about 30%; inconclusive = no clear call, values can overlap the other calls; inactive = below that.
SMILES,PfHsp40 rescue,PrPC surface inh,BoNT F protease,Anthrax LF inh2,FadD28 FP inh,CCHFV vOTU inh,TcdB inh,Y pestis TopoI,BoNT A protease
O=C(NCCOc1ccc(Cl)cc1)C(=O)NCC1CCCO1 (stereo not given),1.7,4,-6,-2,-2.9,5,3.5,2,-0.6
Cc1c(NC(=O)CSc2n[nH]c(-c3ccccc3)n2)c(=O)n(-c2ccccc2)n1C,0.3,3,-3,2,-0.3,5,.,11,-0.5
O=C(c1ccco1)N(Cc1ccccc1)c1cccc([N+](=O)[O-])c1,-0.8,-2,-3,-1,-1.3,16,-0.4,1,0.6
CCC(Sc1nc(-c2ccccc2)c(C#N)c(=O)[nH]1)C(=O)Nc1nnc(C)s1 (stereo not given),-0.9,28*,-3,-2,-5.5,9,.,11,-0.7
O=C(C[n+]1cc(-c2ccc(Cl)cc2)n2c1CCCCC2)c1ccccc1,1.4,2,-3,-7,-1.7,-10,9.5,0,0.3
CCOC(=O)C1=C(C)Nc2ccccc2N/C1=N\S(=O)(=O)c1ccc(Cl)cc1,0.0,7,.,.,0.6,22,-10,9,.
COc1ccc(NC(=O)C2CC(c3c(F)cccc3Cl)=NO2)cc1 (stereo not given),2.5,1,-8,6,-2.2,5,0.8,4,-2.0
O=C(NCC12CC3CC(CC(C3)C1)C2)c1nn2cccnc2c1Cl,0.7,-2,1,-4,-0.3,-11,.,-1,0.3
Cc1cccc(OCC(=O)Nc2ccc(N3CCN(S(C)(=O)=O)CC3)cc2)c1,-1.6,6,13,-1,0.0,-4,.,10,0.6
CCCCN(C(=O)CSc1nnnn1C)c1c(N)n(Cc2ccccc2)c(=O)[nH]c1=O,2.6,-5,-3,-10,-2.9,-4,-0.5,6,0.0
COC(=O)c1cn(NC(=O)/C=C/c2cc(OC)ccc2OC)c(=O)c2ccccc12,-0.5,7,-11,-2,-1.3,-10,.,11,-0.9
O=C(COc1ccccc1)Nc1ccc(N2CCCCC2)cc1,0.3,4,-19,-7,-0.2,12,0.2,-4,2.4
COc1ccc(NC(=O)CN(C)C(=O)c2cn(-c3ccccc3)nc2-c2ccc(OC)cc2)cc1,2.0,4,-5,-1,.,15,-2.0,7,-3.0
CCOC(=O)C1CCN(C(=O)C2(NC(=O)Nc3ccccc3C)CCCCC2)CC1,0.3,-3,-6,-3,0.7,-14,1.2,-7,1.1
CCN(CC)S(=O)(=O)c1ccc(Cl)c(NC(=O)COC(=O)c2c(C)noc2C)c1,-1.5,15,-7,3,0.7,-7,-1.1,3,-0.5
CCOc1ccc(C(CC(=O)O)NC(=O)COc2ccc3ccccc3c2)cc1OC (stereo not given),-0.5,3,-7,6,-1.3,-2,8.9,0,-1.4
CC(C)C(NC(=O)c1ccccc1)C(=O)NC1=NCCS1 (stereo not given),-0.6,4,-4,0,-0.9,-10,.,21,-0.8
Cc1ccc2c(CN3CCN(Cc4ccccc4)CC3)cc(=O)oc2c1C,1.8,-1,-34,-4,-2.1,11,0.6,35,-1.8
CC(C)(C)NS(=O)(=O)c1ccc(NS(=O)(=O)c2ccc(F)cc2)cc1,-0.4,1,5,-7,-1.6,-4,.,2,1.1
O=C(c1cc(-c2ccccc2Cl)on1)N1CCCC1,0.6,-5,5,2,-2.2,5,1.8,7,0.1

# The last 2 compounds of the part before open the next one.
SMILES,PfHsp40 rescue,PrPC surface inh,BoNT F protease,Anthrax LF inh2,FadD28 FP inh,CCHFV vOTU inh,TcdB inh,Y pestis TopoI,BoNT A protease
CC(C)(C)NS(=O)(=O)c1ccc(NS(=O)(=O)c2ccc(F)cc2)cc1,-0.4,1,5,-7,-1.6,-4,.,2,1.1
O=C(c1cc(-c2ccccc2Cl)on1)N1CCCC1,0.6,-5,5,2,-2.2,5,1.8,7,0.1
COc1ccc(/C=C2/SC(=O)N(CCC(=O)Nc3ccc(S(=O)(=O)Nc4nccs4)cc3)C2=O)cc1,-0.7,-14,-7,-2,-0.2,10,.,21,0.2
CCn1c(=O)c(=O)[nH]c2c(=O)oc3ccc(S(=O)(=O)Nc4ccc(OC)cc4)cc3c21,-2.2,-1,2,2,0.9,10,0.5,-5,0.4
CCSc1nc2c(c(=O)[nH]c(=O)n2C)n1Cc1ccc(Cl)cc1,-1.6,-3,10,0,-1.5,5,.,1,0.9
CC(=O)N1CCc2cc(S(=O)(=O)NCc3ccc(C)cc3)ccc21,0.4,10,-6,1,-4.0,15,0.2,-4,-1.5
CC(C)c1nc(CNC(=O)CC2C(=O)NCCN2Cc2ccccc2)cs1 (stereo not given),.,-6,-8,-4,-3.9,-5,2.6,4,-0.6
CCOc1ccc(OCC(=O)Nc2ccc(S(N)(=O)=O)cc2)cc1,-1.0,5,-5,-1,0.6,5,1.1,5,-0.8
CCCOc1ccc(C(=O)CCC(=O)OCC(=O)N(C)c2c(N)n(Cc3ccccc3)c(=O)[nH]c2=O)cc1,1.1,3,-7,-4,-4.0,-3,1.7,37,0.7
CCCN1C(=O)/C(=C/c2ccc(OCC(=O)OCC)cc2)NC1=S,3.9,-6,-4,0,-0.7,14,-1.3,19,1.6
Cc1ccc(NS(=O)(=O)c2ccc(C(C)(C)C)cc2)cn1,-1.0,-2,0,-2,-2.5,-5,1.8,10,0.5
COc1cc(C(=O)OC2C[C@H]3CC[C@@H](C2)N3)ccc1O (stereo not given in full),-1.3,7,-14,3,-0.6,22,-1.0,-6,0.5
O=C(COc1ccc([N+](=O)[O-])cc1Cl)NCCc1ccccc1,0.2,-2,2,1,-0.2,-1,.,6,-0.5
CCOc1ccc(S(=O)(=O)Nc2nc3ccc(OC)cc3s2)cc1,0.9,9,0,0,-0.6,11,.,2,-0.4
CCCNC(=O)COc1ccccc1[N+](=O)[O-],-0.1,-4,-4,-2,-12,7,.,-2,-0.5
COC(=O)N1[C@H](C)C=C[C@]1(Cc1ccccc1)C(=O)OC,-0.9,3,-5,-1,-4.1,-2,1.2,-2,-0.3
C=C(C)C1CC=C(C)/C(=N/NC(=O)C2CC2c2ccccc2)C1 (stereo not given),-2.2,3,-3,-6,1.1,3,1.2,7,-0.6
N#C/C(=C\c1ccccc1C(=O)O)c1nc2ccccc2[nH]1,-0.6,-6,12,-1,-1.5,-7,0.4,-8,-2.8
COc1ccc(-c2coc3cc(O[C@@H]4O[C@H](CO)[C@@H](O)[C@H](O)[C@H]4O)ccc3c2=O)cc1,1.4,7,-6,-1,?,-7,1.4,1,-0.7
CCOc1ccc2nc(NC(=O)/C=C/c3ccc4c(c3)OCO4)sc2c1,-1.6,-4,-15,-1,-0.7,0,0.2,8,-0.1
O=C(Nc1cccnc1)c1ccc(N2CCCC2)c([N+](=O)[O-])c1,2.3,-15,-14,-8,-3.5,16,-0.6,1,-1.6
Cc1cc(OCC(=O)Nc2sc3c(c2C#N)CC(C)(C)NC3(C)C)c(C(C)C)cc1Cl,-0.5,2,0,-1,-4.5,8,2.3,-1,-1.1
Cc1cccc(C)c1NC(=O)CNC(=O)Cn1nc(C)c(C)c(C#N)c1=O,-0.2,-7,.,.,-1.9,2,1.9,3,.
CCNC(=O)CNC(=O)c1nn(Cc2ccccc2)c(=O)c2ccccc12,-1.0,6,8,-7,-0.3,7,-1.0,2,-1.7
CCOc1ccc(NC(=O)c2cc(S(=O)(=O)N3CCCCC3)c[nH]2)cc1,-0.1,7,-9,0,-4.6,3,1.8,-8,-0.3
Cc1cc(C)nc(SC2CC(=O)N(c3ccc(Cl)cc3)C2=O)n1 (stereo not given),-1.1,-4,?,17,-3.9,-7,0.8,0,-2.3
O=C(CN1CCCCCC1)Nc1cccc(Br)c1,0.1,-2,-1,0,-0.7,-2,.,7,-1.7
CCOc1ccc(NC(=O)N2CCc3ccccc3C2)cc1,1.0,3,4,2,-0.3,10,1.3,-2,-0.9
CC(C)CN(C(=O)COC(=O)Cc1ccc(Cl)cc1)c1c(N)n(Cc2ccccc2)c(=O)[nH]c1=O,-1.2,7,3,-3,-1.8,3,2.2,0,-2.0
CCOC(=O)N1CCN(C(=O)C[C@@H]2C[C@@]3(C(=O)OCC)CCC=C3N(Cc3ccc(Cl)cc3Cl)C2=O)CC1,.,5,1,7,.,6,1.1,.,-0.6
O[C@H]1C[C@H](c2ccccc2)N(Cc2cccs2)C[C@@H]1n1cc(C2CC2)nn1,.,-2,0,0,-1.3,13,1.5,35,0.0
O=C(C1CCCO1)N1CCN(C(=S)Nc2ccc(F)c(Cl)c2)CC1 (stereo not given),-1.0,3,-8,-4,0.0,-10,1.8,5,-0.8
CCn1c(=O)n(-c2ccc(Cl)cc2)c(=O)c2c3c(sc21)COC(C)(C)C3,0.1,-5,2,-7,-1.7,8,.,8,-0.9
CC(C)CC(NC(=O)OC(C)(C)C)C(=O)O (stereo not given),-0.6,6,-3,-4,0.4,-3,-0.8,-8,-0.4
Nc1c(CNCc2nnn(Cc3ccccc3)c2N)nnn1Cc1ccccc1,.,-2,-9,-1,-0.2,1,1.6,5,-0.2
Cc1cc2cc(C)c3nnc(SCC(=O)NCc4ccc5c(c4)OCO5)n3c2cc1C,-0.1,-1,1,-12,1.2,1,.,6,0.7
COc1ccc(-c2c(O)c(C#N)c(-c3ccccc3)n(-c3ccc(OC)cc3)c2=O)cc1,-0.9,-7,-9,-5,-1.8,8,.,-1,0.2
CCN1CCN(CC(=O)N2N=C(c3ccc(OC)cc3)CC2c2ccc(OC)cc2)C(=O)C1=O (stereo not given),0.2,3,-1,1,-1.1,3,-0.2,13,0.2
COCC1CCN(C(=O)c2cc(COc3ccc(OC)c4ccccc34)on2)C1 (stereo not given),1.0,0,9,1,0.4,9,2.5,12,0.4
CCOC(=O)c1ccc(N/C=C2\CCCCC2=O)cc1,-0.3,10,0,-5,1.2,4,.,3,-0.6
CCC(C(=O)Nc1ccccc1Cl)n1nc(C)c2c(C)n(-c3ccccc3)nc2c1=O (stereo not given),0.9,1,3,-4,-3.4,-3,2.6,7,1.2
O=C(/C=C/[C@H]1O[C@@H](n2cnc3c(NC(=O)c4ccccc4)ncnc32)[C@H](O)[C@@H]1O)NCCc1c[nH]c2ccccc12,.,-5,-1,-4,-0.4,-2,-1.8,.,-0.1
Cc1ccc2nc3c(cc2c1)c(NC(=O)c1cccnc1)nn3C,-0.5,-24,-11,2,-1.4,-5,.,-6,4.3
N#Cc1c(NC(=O)c2ccc(Br)o2)n(-c2ccccc2)c2nc3ccccc3nc12,2.4,2,-4,0,-0.3,30*,-1.2,6,3.1
CCOc1ccccc1NC(=O)NNC(=O)CCc1ccc(OC)cc1,0.4,-5,-3,10,-1.9,-5,0.9,-1,-2.1
COc1ccc2nc(C)cc(SCC(=O)Nc3c(C)cc(C)cc3C)c2c1,1.4,8,2,0,-2.8,-10,.,-1,4.1
Oc1ccc(N2CCN(C(c3ccncc3)c3nnnn3C3CCCC3)CC2)cc1 (stereo not given),-1.2,-5,0,-4,-0.4,-14,.,4,-0.2
Cc1c(C(=O)OCC(=O)NC(=O)NC2CCCCC2)cccc1[N+](=O)[O-],1.7,-2,3,-8,-3.2,-17,0.3,-7,-0.2
O=C(CNCc1ccc(F)cc1)Nc1ccccc1-c1ccccc1,-1.0,3,-11,-3,-5.1,-7,1.7,21,-0.6
C#CC[N+]1(CC#Cc2ccccc2)CCCCC1,0.1,3,-10,-7,0.0,-1,-0.5,-2,-1.1
C/C=C/C=C/C(=O)[C@@H]1[C@@H]([C@]2(C)OC(=O)C(C)=C2O)[C@H]2/C(=C(O)/C=C/C=C/C)C(=O)[C@]1(C)C(=O)C2(C)O (stereo not given in full),-1.1,6,-5,0,-1.6,-5,0.3,-2,-0.1
CCC(C)c1c(O)nc(SCC(=O)N2CCOCC2)[nH]c1=O (stereo not given),0.0,-1,-7,-6,-1.2,3,.,-3,-3.8

# A few values from the results shown:
# For PfHsp40 rescue, O=C(CNCc1ccc(F)cc1)Nc1ccccc1-c1ccccc1 has -1.0
# For Anthrax LF inh2, N#Cc1c(NC(=O)c2ccc(Br)o2)n(-c2ccccc2)c2nc3ccccc3nc12 has 0
# For PfHsp40 rescue, Oc1ccc(N2CCN(C(c3ccncc3)c3nnnn3C3CCCC3)CC2)cc1 (stereo not given) has -1.2
# For BoNT A protease, Cc1c(C(=O)OCC(=O)NC(=O)NC2CCCCC2)cccc1[N+](=O)[O-] has -0.2

# Compounds were not picked by outcome; about 2.3% have a hit in one of these screens.
